# PGC1a acetyl inh – lowers PGC1a acetylation signal in U2OS cells; AlphaScreen anti-acetyl-lysine; with virally co-expressed GCN5 acetyltransferase; inhibition, % at 15.6 µM; actives 0.17% (n = 350,000);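 active = every replicate shows inhibition of at least 40%; inconclusive = mean inhibition at least 40% but some replicate below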;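 note: 0% = neutral control wells and 100% = positive control wells; some results beyond the cut were filed as inactive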
# ERAP1 HTS inh – ERAP1 (human) enzyme inhibition; recombinant ERAP1, Leu-AMC fluorescence, 60 min; AID 652197; inhibition, % at 10.7 µM; actives 0.15% (n = 340,000); Q9NZ08;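 active = mean replicate inhibition of at least 30%, or all replicates individually reaching that 30% level; inactive = mean below 30% and not every replicate reaching it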;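 note: 0% = neutral control wells and 100% = L-leucinethiol positive control wells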
# Target sequence (Q9NZ08 whole entry, looked up): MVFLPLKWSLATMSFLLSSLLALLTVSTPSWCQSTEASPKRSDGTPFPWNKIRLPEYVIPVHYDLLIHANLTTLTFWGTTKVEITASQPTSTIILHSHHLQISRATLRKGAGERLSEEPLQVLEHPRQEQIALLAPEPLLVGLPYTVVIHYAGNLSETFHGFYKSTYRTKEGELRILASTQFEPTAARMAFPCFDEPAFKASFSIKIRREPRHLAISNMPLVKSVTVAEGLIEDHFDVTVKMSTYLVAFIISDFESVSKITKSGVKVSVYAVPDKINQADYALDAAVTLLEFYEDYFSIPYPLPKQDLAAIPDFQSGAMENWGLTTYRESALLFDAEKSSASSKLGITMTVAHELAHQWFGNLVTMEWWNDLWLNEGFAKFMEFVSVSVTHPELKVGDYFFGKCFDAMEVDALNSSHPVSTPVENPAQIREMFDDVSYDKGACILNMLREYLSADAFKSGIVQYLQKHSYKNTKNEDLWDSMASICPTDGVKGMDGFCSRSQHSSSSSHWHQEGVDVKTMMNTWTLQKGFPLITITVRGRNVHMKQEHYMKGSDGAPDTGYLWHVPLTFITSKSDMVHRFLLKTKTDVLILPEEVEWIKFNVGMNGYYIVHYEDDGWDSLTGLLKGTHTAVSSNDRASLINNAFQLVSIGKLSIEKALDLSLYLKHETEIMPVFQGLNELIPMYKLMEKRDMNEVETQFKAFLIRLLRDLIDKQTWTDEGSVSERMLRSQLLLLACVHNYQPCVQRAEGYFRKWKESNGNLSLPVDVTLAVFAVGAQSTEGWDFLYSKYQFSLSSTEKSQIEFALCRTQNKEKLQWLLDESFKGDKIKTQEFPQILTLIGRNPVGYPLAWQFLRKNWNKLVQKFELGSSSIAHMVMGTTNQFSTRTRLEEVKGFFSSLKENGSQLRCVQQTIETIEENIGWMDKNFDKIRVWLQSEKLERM
# PAX8 reporter – inhibitors of PAX8 transcriptional activity in RMG-I cells. RMG-I TPO-luciferase reporter, SteadyGlo, 24 h. inhibition, % at 12.6 µM. actives 1.2% (n = 360,000). AID 652154;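 active = mean replicate inhibition at least 60% with every replicate also reaching 60%; inconclusive = only one of the two criteria is met; inactive = mean below 60% and not all replicates reaching 60%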;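 note: luciferase light reporting Pax8 driven TPO promoter activity; plate controls were median of neutral control wells for no effect and mitoxantrone controls for full effect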
# FN deposit inh – fibronectin deposition inhibition | AH1F fibroblasts, Alexa488-fibronectin deposition fluorescence, overnight | inhibition, % at 12.6 µM | actives 0.086% (n = 350,000);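 active = mean inhibition across replicates of 30% or more, regardless of how many single replicates reach that level; inconclusive = mean under 30% yet at least half of replicates reach 30%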;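 note: positive control wells lacked labelled fibronectin entirely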
#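 Assay system: AH1F fibroblasts assembling fluorescent fibronectin matrix; Amount: 10000 AH1F cells per well; Buffer or medium: DMEM, 2% serum; Probe or stimulus: Alexa488-fibronectin, 24 nM final in well; Doses: single compound dose, delivered by pin transfer; Incubation: 1 h adhesion, overnight exposure; Measured by: fluorescence 485/525 nm; Read-out: fibronectin deposition inhibition.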
# EWS-Fli inh – EWS/Fli transcriptional activity inhibition. actives 0.67% (n = 350,000). AID 651661. A673 NR0B1-luciferase reporter, viability-normalised. inhibition, % at 12.6 µM;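 active = mean inhibition of at least 50% after viability correction, with every replicate also passing that limit; inconclusive = mean reaches 50% but only one of two replicates passes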;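 note: firefly luciferase signal divided by Alamar Blue viability fluorescence both relative to DMSO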
# PglD inh – PglD (C. jejuni) enzyme inhibition. purified PglD enzyme, DTNB colorimetric CoA detection. inhibition, % at 12.5 µM. actives 0.098% (n = 360,000); in the data active = inhibition above about 16%, passing the limit was not always enough; inconclusive = no clear call, values can overlap the other calls; note: strong numbers were not always called active
# S100A4 inh HTS – blocks human S100A4 binding to myosin IIA peptide | S100A4/TAMRA-MyoIIA peptide fluorescence polarization | inhibition, % at 10.7 µM | actives 0.14% (n = 360,000) | AID 652163;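 active = mean inhibition of at least 70% across replicates, with every replicate also reaching that level; inconclusive = mean inhibition reaches 70% but some replicates fall short; inactive = mean inhibition below 70%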
# Target sequence (P26447 whole entry, looked up): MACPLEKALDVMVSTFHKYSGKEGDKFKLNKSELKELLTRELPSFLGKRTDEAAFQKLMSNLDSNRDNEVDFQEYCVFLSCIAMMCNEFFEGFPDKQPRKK
#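 incubation = readout 5 min after mixing, signal stable up to 60 min | system = S100A4 monomer protein | buffer or medium = HEPES pH 7.2 with CaCl2, KCl, NaCl, DTT, Triton | benchmarks = neutral control DMSO, positive control TFP | also added = fluorescent myosin IIA peptide, 5 nM | compound dosing = one concentration per compound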
# LGR2 inh – Drosophila LGR2 receptor signaling inhibition; HEK293 LGR2, CRE-luciferase, bursicon-stimulated, 4 h; inhibition, % at 9.99 µM; actives 0.35% (n = 380,000); AID 720647;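 active = drop in luminescence signal, shown as inhibition above about 50% in the replicate tests, limit read from the data, passing the limit was not always enough; inconclusive = probably only some replicates passing the limit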;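 note: agonist challenge used bursicon conditioned medium at about half maximal strength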
# Numbers without * were called inactive; u = inconclusive; x = no result given. The order is random (roughly 2.1% active in at least one column).
SMILES,PGC1a acetyl inh,ERAP1 HTS inh,PAX8 reporter,FN deposit inh,EWS-Fli inh,PglD inh,S100A4 inh HTS,LGR2 inh
CC=Cc1ccc2n(c1=O)C[C@H]1[C@H](CO)[C@@H](C(=O)NCc3ccccc3Cl)N(S(C)(=O)=O)[C@@H]21 (mixture of isomers),x,0,-3,2,0,3,-5,0
COc1ccc(C#Cc2ccc3c(c2)[C@@H]2[C@@H](CCN2S(=O)(=O)c2cccc(OC)c2)[C@H](CO)N3)cc1,-10,-3,28,6,x,x,-11,-16
CCCN(C)C[C@H]1Oc2ncc(C#CC3CC3)cc2C(=O)N([C@H](C)CO)C[C@@H]1C,-13,x,x,6,14,x,x,-8
OCCOC1CCCc2oc(-c3ccccc3)c(C#CC3(O)CCCCC3)c21 (centres undefined),x,8,-3,1,2,x,-2,-1
CC(=O)NS(=O)(=O)c1ccc(Nc2ccc([N+](=O)[O-])c3nonc23)cc1,x,x,10,-15,-15,x,19,4
COc1ccc(NC(=O)N(C)C[C@H]2Oc3ccc(NS(=O)(=O)c4ccc(F)cc4)cc3C(=O)N([C@@H](C)CO)C[C@@H]2C)cc1,4,5,x,-13,0,-6,19,-11
CCOC(=O)c1ccc(S(=O)(=O)N2CCN(C(=O)c3ccccn3)CC2)cc1,x,0,-13,3,1,2,1,4
CC(=O)N1c2ccc(S(=O)(=O)NCCC(=O)N3CCCC(C)C3)cc2CC1C (centres undefined),x,1,-3,5,7,0,0,5
Cc1ccc(C(O)c2ncc(-c3ccc4ccccc4c3)[nH]2)cc1F (centres undefined),14,9,-19,-8,-16,0,-7,-42
C[C@H](CO)N1C[C@H](C)[C@H](CN(C)S(=O)(=O)c2ccc(F)cc2)Oc2ccc(N(C)C)cc2CC1=O,7,1,2,x,-24,7,8,9
Cc1cc(C)nc(Nc2n[nH]c(COc3ccc4ccccc4c3)n2)n1,5,x,x,14,x,-1,x,-3
O=c1c(Cc2ccccc2)c(O)c2cccc3c4c(n1c23)CCCC4,x,1,-9,3,13,-4,-1,-8
Cn1cc(S(=O)(=O)N2CCc3ccccc32)cc1C(=O)Nc1ccc(Cl)cc1,19,1,27,-2,15,-2,10,15
CCCCN1C(=O)/C(=C/C=C2\SCCN2C)SC1=S,x,-1,-160,7,-252,x,23,-120
Cn1cc(CN2CCC(C(=O)N3CCCC3)CC2)c(-c2ccccc2F)n1,x,1,1,8,-9,x,-5,10
O=C(NN1CCOCC1)c1ccc(Br)cc1,-12,x,-20,8,8,-1,-1,4
COc1ccc(-c2ccc3c(c2)[C@@H]2[C@@H](CCN2C(=O)CN2CCOCC2)[C@@H](CO)N3)cc1,9,1,-101,-9,-85,3,8,-33
C[C@@H]1CN([C@@H](C)CO)S(=O)(=O)c2ccc(C#C[C@@H](C)O)cc2O[C@H]1CN(C)C(=O)Nc1ccccc1,25,-1,-12,-5,9,0,6,-3
COCCn1c(SCC(=O)N2CCc3ccccc32)nc2c(c1=O)SC(C)C2 (centres undefined),-17,7,1,2,10,0,2,-15
CN(Cc1c(F)cccc1Cl)C(=O)c1ccc(NS(=O)(=O)c2ccc3[nH]c(=O)[nH]c3c2)cc1,x,3,5,1,1,0,-2,23

# A second format for 14 compounds above:
compound | PGC1a acetyl inh | ERAP1 HTS inh | PAX8 reporter | FN deposit inh | EWS-Fli inh | PglD inh | S100A4 inh HTS | LGR2 inh
CCOC(=O)c1ccc(S(=O)(=O)N2CCN(C(=O)c3ccccn3)CC2)cc1 | x | 0 | -13 | 3 | 1 | 2 | 1 | 4
CC(=O)N1c2ccc(S(=O)(=O)NCCC(=O)N3CCCC(C)C3)cc2CC1C (centres undefined) | x | 1 | -3 | 5 | 7 | 0 | 0 | 5
Cc1ccc(C(O)c2ncc(-c3ccc4ccccc4c3)[nH]2)cc1F (centres undefined) | 14 | 9 | -19 | -8 | -16 | 0 | -7 | -42
C[C@H](CO)N1C[C@H](C)[C@H](CN(C)S(=O)(=O)c2ccc(F)cc2)Oc2ccc(N(C)C)cc2CC1=O | 7 | 1 | 2 | x | -24 | 7 | 8 | 9
Cc1cc(C)nc(Nc2n[nH]c(COc3ccc4ccccc4c3)n2)n1 | 5 | x | x | 14 | x | -1 | x | -3
O=c1c(Cc2ccccc2)c(O)c2cccc3c4c(n1c23)CCCC4 | x | 1 | -9 | 3 | 13 | -4 | -1 | -8
Cn1cc(S(=O)(=O)N2CCc3ccccc32)cc1C(=O)Nc1ccc(Cl)cc1 | 19 | 1 | 27 | -2 | 15 | -2 | 10 | 15
CCCCN1C(=O)/C(=C/C=C2\SCCN2C)SC1=S | x | -1 | -160 | 7 | -252 | x | 23 | -120
Cn1cc(CN2CCC(C(=O)N3CCCC3)CC2)c(-c2ccccc2F)n1 | x | 1 | 1 | 8 | -9 | x | -5 | 10
O=C(NN1CCOCC1)c1ccc(Br)cc1 | -12 | x | -20 | 8 | 8 | -1 | -1 | 4
COc1ccc(-c2ccc3c(c2)[C@@H]2[C@@H](CCN2C(=O)CN2CCOCC2)[C@@H](CO)N3)cc1 | 9 | 1 | -101 | -9 | -85 | 3 | 8 | -33
C[C@@H]1CN([C@@H](C)CO)S(=O)(=O)c2ccc(C#C[C@@H](C)O)cc2O[C@H]1CN(C)C(=O)Nc1ccccc1 | 25 | -1 | -12 | -5 | 9 | 0 | 6 | -3
COCCn1c(SCC(=O)N2CCc3ccccc32)nc2c(c1=O)SC(C)C2 (centres undefined) | -17 | 7 | 1 | 2 | 10 | 0 | 2 | -15
CN(Cc1c(F)cccc1Cl)C(=O)c1ccc(NS(=O)(=O)c2ccc3[nH]c(=O)[nH]c3c2)cc1 | x | 3 | 5 | 1 | 1 | 0 | -2 | 23

# New compounds follow:
SMILES,PGC1a acetyl inh,ERAP1 HTS inh,PAX8 reporter,FN deposit inh,EWS-Fli inh,PglD inh,S100A4 inh HTS,LGR2 inh
CC[N+]1(CC)CC2=Cc3ccccc3CC2C1 (centres undefined),x,4,4,-14,-19,-5,-5,-27
OCc1nc2nc(Cl)c(Cl)nc2[nH]1,2,-1,24,7,-12,6,0,-23
Cc1cc(NC(=O)c2cc(-c3ccccn3)nc3c(Cl)cccc23)no1,x,1,16,2,x,0,-3,16
CCC(=O)N(C)C[C@H]1Oc2cc(-c3cccc(OC)c3)ccc2S(=O)(=O)N([C@@H](C)CO)C[C@@H]1C,-11,2,x,5,-7,-2,1,-14
COc1ccc(-c2ccc3c(c2)O[C@@H](CN(C)CC2CC2)[C@@H](C)CN([C@H](C)CO)S3(=O)=O)cc1,-20,x,x,5,0,x,x,-3
C[C@H](NC(=O)C[C@H]1C[C@H]2c3cc(NC(=O)CC4CC4)ccc3O[C@H]2[C@@H](CO)O1)c1ccccc1,-2,-1,x,-18,4,-1,4,-7
COc1ccc(C2NC(=O)C(C#N)=C(S)N2c2ccc(C)cc2)cc1OC (centres undefined),x,0,9,0,5,x,-4,-17
C=CCc1ccccc1OCC(O)CNC(C)C (centres undefined),26,-4,-8,-7,3,-2,-1,23
O=C(c1cc(Cl)cc(Cl)c1)N1CCC2CC1c1cc(N3CCCCC3)ccc12 (centres undefined),-11,-2,-7,4,11,-4,1,15
COc1ccc(CN2C(=O)CN(S(C)(=O)=O)CC2(C)C(=O)NC(C)C)cc1OC (centres undefined),x,x,1,-1,-5,x,-7,7
Cc1noc(C)c1NC(=O)Nc1ccc2c(c1)C(=O)N([C@@H](C)CO)C[C@H](C)[C@H](CN(C)C(=O)CCCN(C)C)OCCCC[C@H](C)O2,17,1,-36,x,-5,1,-9,21
CCn1nnnc1SCC(=O)Nc1ccc(F)cc1,13,-4,-13,-10,-9,1,4,-1
CC(Sc1nnnn1-c1cccc(F)c1)C(=O)NC1CCCC1 (centres undefined),-6,0,-6,5,2,2,-3,-9
Cc1cc(C)cc(SCc2noc(C(=O)NCC3CCCO3)c2C(=O)O)c1 (centres undefined),13,2,11,-3,7,0,18,6
NC(=O)COc1c(-c2ccco2)oc2ccccc2c1=O,x,7,-1,7,-14,x,-7,-6
Cc1ccc(-c2ccccc2NC(=O)CS(=O)CC(=O)Nc2ccc(C)c(Cl)c2)o1 (centres undefined),-3,19,-16,-14,10,1,-3,-7
O=C(Cn1cc(C(F)(F)F)ccc1=O)N1CCc2ccccc2C1,7,-1,-23,-2,-2,1,6,-2
CCOc1ccc2[nH]c3c(N4CCC5(CC4)OCCO5)ncnc3c2c1,x,0,14,7,46,x,-2,x
O=C(Cc1ccccc1)N[C@@H]1C=C[C@@H](CC(=O)N2CCOCC2)O[C@H]1CO,2,-3,-1,0,14,1,2,0
CC(C)CCN(CCC(C)C)C(=O)Cc1c(O)c2ccccc2[nH]c1=O,6,1,-12,-13,5,8,-5,35
CCc1ccc(-c2cc(C)no2)cc1S(=O)(=O)N1CCN(C(=O)c2ccco2)CC1,-10,-4,-1,-3,x,-1,1,0
CC(C)(C)c1ccc(OCC(=O)N/N=C/c2ccc(N3CCOCC3)cc2)cc1,x,x,-1,-4,x,-8,x,-8
COc1ccccc1S(=O)(=O)N1CC[C@@H]2[C@H](CO)Nc3ccc(-c4ccc(F)cc4)cc3[C@@H]21,6,-1,67*,-5,-13,-3,15,6
C[C@H]1CN([C@@H](C)CO)C(=O)c2cc(/C=C/c3ccccc3)cnc2O[C@H]1CN(C)C(=O)C1CCCCC1,9,0,x,x,-9,-1,-27,-8
c1ccc(OCCN2CCNCC2)cc1,4,2,2,x,7,3,-2,-1
COc1cccc(-c2ccc3c(c2)O[C@@H](CN(C)C(=O)C2CCCCC2)[C@H](C)CN([C@@H](C)CO)S3(=O)=O)c1,9,2,32,x,18,-2,-8,0
COc1ccc(CNCc2ccc(C)cc2)c(OC)c1,3,-1,12,2,12,-4,1,-1
Cc1cc(C(=O)Cn2cc(C(F)(F)F)ccc2=O)c(C)n1-c1ccccc1,x,2,4,-8,-20,x,-2,-11
CCCCC(=O)NC(c1ccc(C(C)C)cc1)c1ccc2cccnc2c1O (centres undefined),x,1,85*,7,43,-5,1,27
COc1ccc(CN(C)C[C@H]2Oc3c(NS(=O)(=O)c4cccs4)cccc3C(=O)N([C@H](C)CO)C[C@@H]2C)cc1,9,1,x,-8,0,5,2,3
C=CC[C@@H](CC(=O)N[C@H](CO)Cc1ccccc1)C(=O)N[C@@H](COC(=O)[C@@H](CC=C)CC(=O)OC(C)(C)C)Cc1ccccc1,4,-3,2,-13,-8,-1,21,5
Cc1ccc(NC(=O)c2ncn(CC(=O)NCc3ccc4[nH]ccc4c3)n2)cc1C,-1,-8,-57,3,-57,3,2,u
c1ccc2c(CN3CCOCC3)c3ccccc3c(CN3CCOCC3)c2c1,-10,7,x,x,-2,2,4,4
C[C@H](CO)N1C[C@H](C)[C@H](CN(C)C(=O)c2ccc(F)cc2)Oc2ncc(/C=C/c3ccccc3)cc2C1=O,-8,-2,x,-6,-1,-3,-1,-4
CN=C1N(C)C[C@@H]2[C@@H]3C(=O)N(C)C(=O)[C@@H]3[C@](C)(C(=O)OC)N12,1,-5,-26,-10,-5,-6,4,-4
CCC(=O)N1[C@H](CO)[C@@H](c2ccccc2)[C@@H]1CN(C)C(=O)c1cccc(F)c1,-16,4,6,-25,-3,-4,-5,-4

# Screening results: PubChem, Broad Institute
